Source: PubChem BioAssay
KCNH2 3.1 block – inhibitors of human KCNH2 3.1 potassium channel isoform | U2OS KCNH2 3.1, thallium flux FluxOr; stronger effect = lower value | activity change, % (tested at about 1.8 µM) | hit rate 0.95% among 340,000;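 active means maximum activity change below -70%; inconclusive means maximum activity change from -70% to -50%; inactive means maximum activity change above -50%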;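 further: thallium influx rate constant from kinetic fluorescence after stimulation buffer; on the % scale 0 is the no-effect control and ±100 the full control effect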
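Thallium flux via FluxOr fluorescence (Red40 quencher, 45 min loading) in U2OS cells virally expressing the KCNH2 3.1 isoform (1.77 x 10^8 /mL virus, overnight at 37 C). Rate constants from 2-min kinetic reads post-stimulation, normalised to positive and negative controls.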
Menin-MLL TR inh – menin-MLL binding inhibition, Texas Red mutant peptide. O00255. Menin + Texas Red MLL mutant peptide, fluorescence polarization. Potency, µM (series often up to 61.6 µM), without a hit: top-dose FP activity change, negative = inhibition, actives largely listed as inhibitors. hit rate 0.23% among 270,000. AID 1768; active means well fitted inhibition curve with a large enough effect in the polarisation, with a control signal flat, not every such curve was filed as active; inconclusive means small, poorly fitted or top-dose-only effect, or effect the other way, or a change in a side signal; inactive means no such curve, though single readings can be large or run the other way; the % refers to the polarisation; further: potency means the concentration at half of the fitted maximal effect; % of control where 0% means no effect; many of its hits are not listed in these tables
FLuc modulator – counter-screen for miR-21 project: firefly luciferase inhibitors or activators. P08659. purified FLuc, Km substrates, luminescence inhibition. Potency, µM (doses to about 57.5 µM), inactives show at the highest dose activity change, negative = inhibition, hits mostly inhibitors. hit rate 6.9% among 360,000;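 further: potency means the concentration at half of the fitted maximal effect; plate controls were vehicle for no effect and reference inhibitor for full effect; nearly all actives have a fitted effect of over 55% in size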
Target sequence (P08659 whole entry, looked up): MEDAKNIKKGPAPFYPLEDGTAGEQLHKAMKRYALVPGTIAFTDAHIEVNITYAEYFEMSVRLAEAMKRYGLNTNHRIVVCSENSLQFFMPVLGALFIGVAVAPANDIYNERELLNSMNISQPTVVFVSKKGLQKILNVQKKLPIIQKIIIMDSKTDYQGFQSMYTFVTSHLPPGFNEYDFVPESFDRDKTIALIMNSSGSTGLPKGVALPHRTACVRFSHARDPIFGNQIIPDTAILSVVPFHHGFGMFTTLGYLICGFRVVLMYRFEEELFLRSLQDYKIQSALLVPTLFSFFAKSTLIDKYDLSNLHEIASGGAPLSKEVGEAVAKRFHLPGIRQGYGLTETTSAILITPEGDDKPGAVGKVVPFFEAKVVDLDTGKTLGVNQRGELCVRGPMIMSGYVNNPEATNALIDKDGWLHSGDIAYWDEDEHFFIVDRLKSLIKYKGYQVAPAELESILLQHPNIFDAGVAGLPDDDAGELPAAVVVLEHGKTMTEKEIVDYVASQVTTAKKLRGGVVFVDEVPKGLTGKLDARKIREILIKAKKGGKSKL
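Biochemical qHTS of compounds, final roughly 60 µM downward over six points, against 10 nM purified firefly luciferase using Km concentrations of substrates (10 uM D-luciferin, 10 uM ATP) in Tris acetate pH 7.5 buffer; luminescence output.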
NPC1 promoter act – activators of NPC1 promoter. AID 485313. Potency, µM (top dose mostly 9.22 µM), for inactives: top-dose activation, actives largely listed as activators. Huh7 NPC1 promoter luciferase reporter, 24 h. hit rate 2.4% among 320,000;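 further: potency means the concentration at half of the fitted maximal effect; % of control where 0% means no effect; nearly all actives have a fitted effect of over 60% in size; reporter is driven by a mutant NPC1 promoter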
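Cells: Huh7 expressing luciferase under the NPC1 promoter, 1500/well. Seeded 2 h, compound added, incubated 24 h at 37 °C. Luciferase reagent, 10 min ambient, then luminescence.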
MBNL1-CUG inh – MBNL1-poly(CUG) RNA binding inhibition | Q9NR56 | TR-FRET MBNL1-His/biotin-(CUG)12 binding, 665/545 ratio | Potency, µM (highest dose often 57.5 µM), for inactives: at the highest dose activity change, negative = inhibition, most hits filed as inhibitors | hit rate 0.036% among 280,000; active means well fitted inhibition curve with a large enough effect in the signal ratio, with a control signal flat, not every such curve was filed as active; inconclusive means small, poorly fitted or top-dose-only effect, or effect the other way, or a change in a side signal; inactive means no such curve, though single readings can be large or run the other way; the % refers to the signal ratio; further: potency means the concentration at half of the fitted maximal effect; on the % scale 0 is the no-effect control and ±100 the full control effect
Target sequence (Q9NR56 whole entry, looked up): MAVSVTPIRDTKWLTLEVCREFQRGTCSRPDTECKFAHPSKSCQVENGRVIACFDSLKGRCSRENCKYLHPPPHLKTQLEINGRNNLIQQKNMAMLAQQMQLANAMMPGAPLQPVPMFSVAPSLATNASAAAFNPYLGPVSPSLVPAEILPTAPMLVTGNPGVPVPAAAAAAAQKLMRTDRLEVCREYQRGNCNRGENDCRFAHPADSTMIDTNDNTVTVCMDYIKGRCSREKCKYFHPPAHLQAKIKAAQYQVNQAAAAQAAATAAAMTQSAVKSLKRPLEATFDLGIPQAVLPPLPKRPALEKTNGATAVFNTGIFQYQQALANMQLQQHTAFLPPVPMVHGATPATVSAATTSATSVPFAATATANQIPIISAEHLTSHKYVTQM
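MBNL1-His + Biotin-(CUG)12, cpd titration 92 nM–58 uM; Tb anti-His Ab 0.055 ng/ul, SA-XL665 5 nM (final); 60 min RT; ratiometric 665/545 nm, Ex 340 nm; normalized to buffer and full-complex controls.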
Mito fusion yeast – blocks mitochondrial division or promotes mitochondrial fusion; S. cerevisiae fusion-defective mutant growth rescue, CellTiterGlo 48 h; Potency, µM (top dose mostly 46.1 µM), for the others: top-dose growth rescue (activation), hits mostly activators; hit rate 0.23% among 320,000;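 further: potency means the concentration at half of the fitted maximal effect; % of control where 0% means no effect; nearly all actives have a fitted effect of over 45% in size; temperature-sensitive fusion mutants such as fzo1-1 at 37 °C on non-fermentable ethanol glycerol medium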
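S. cerevisiae fusion-defective temperature-sensitive mutants (e.g. fzo1-1, mgm1-5) grown 48 h at 37C in YPEG (ethanol/glycerol non-fermentable) medium with 23 nl compound per well; growth rescue read as CellTiterGlo luminescence.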
Gal4-VP16 FLuc – counter-screen for ROR gamma inhibitors: Gal4-VP16 reporter; Drosophila S2 Gal4-VP16 UAS-luciferase, luminescence, 20 h; Potency, µM (series often up to 53.6 µM), for the others: top-dose activity, negative = inhibition, hits mostly inhibitors; hit rate 3.5% among 310,000;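 further: Gal4-VP16 expression switched on by copper sulfate through the metallothionein promoter; potency means the concentration at half of the fitted maximal effect; on the % scale 0 is the no-effect control and ±100 the full control effect; nearly all actives have a fitted effect of over 50% in size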
Rab9 promoter act – activates the Rab9 promoter; Huh7 Rab9 promoter-luciferase reporter, luminescence, 24 h; Potency, µM (top dose mostly 9.22 µM), inactives show at the top dose activation, negative = inhibition, hits mostly activators; hit rate 2.8% among 320,000; AID 485297; further: potency means the concentration at half of the fitted maximal effect; % of control where 0% means no effect; nearly all actives have a fitted effect of over 60% in size
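Steps: seed 1500 Huh7 Rab9-luc cells per well, rest 2 h at 37 °C; add compound in DMSO; incubate 24 h; add luciferase reagent, 10 min ambient; read luminescence.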
ELG1 DNA repair – blocks ELG1-dependent DNA repair in HEK293T cells. HEK293T ELG1-luciferase reporter, luminescence, 16 h; DNA damage induced by 5-fluorouridine. Potency, µM (titrated, usually from 46.1 µM), for inactives: at the top dose activity change, negative = inhibition, hits mostly inhibitors. hit rate 2.3% among 330,000. AID 504467; further: potency means the concentration at half of the fitted maximal effect; on the % scale 0 is the no-effect control and ±100 the full control effect; nearly all actives have a fitted effect of over 55% in size
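Quantitative HTS, concentration-response format. 2,000 cells/well co-treated with 5-fluorouridine and compound, 16 hr in 5% CO2 at 37 °C; ONE-Glo luminescence read after 30 min.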
PKM2 act – increases activity of human pyruvate kinase M2; purified PKM2, Kinase-Glo ATP luminescence, activation; response scale: 0% is enzyme alone, no compound; P14618; Potency, µM (doses to about 57.5 µM), for the others: top-dose activation, hits mostly activators; hit rate 0.34% among 260,000; further: potency means the concentration at half of the fitted maximal effect; on the % scale 0 is the no-effect control and ±100 the full control effect; nearly all actives have a fitted effect of over 55% in size
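Purified hPK-M2 (>95%) run at intermediate activity with 0.1 mM ADP and 0.5 mM PEP in 50 mM imidazole pH 7.2, KCl, MgCl2; 1 h room temperature. ATP formed read by Kinase-Glo luminescence; normalized to uninhibited and no-enzyme controls.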
RORg inh – blocks mouse ROR gamma transcriptional activity; P51450; Potency, µM (top dose mostly 53.6 µM), inactives show top-dose activity change, negative = inhibition, hits mostly inhibitors; hit rate 5.4% among 310,000; Drosophila S2 Gal4-RORgamma UAS-luciferase reporter, 20 h; further: potency means the concentration at half of the fitted maximal effect; on the % scale 0 is the no-effect control and ±100 the full control effect; nearly all actives have a fitted effect of over 60% in size
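Drosophila Schneider cells stably carrying a metallothionein-driven Gal4 DBD–ROR gamma fusion and a UAS-Photinus luciferase reporter were exposed to compound for 1 hr, then induced with copper sulfate (700 uM final) for 20 hr at ambient temperature before luminescence reading.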
An asterisk follows results filed as active; ? = inconclusive; . = no result given; [ ] = another dose, or the depositor's remark. Unless noted, the call rests on the fitted dose curve; in most records, active means well fitted curve in the direction sought with a large enough effect; inconclusive means small, poorly fitted or top-dose-only effect, or another doubt; inactive means no such curve, though single readings can be large; an effect the other way counts as inactive or inconclusive.

Compound,KCNH2 3.1 block,Menin-MLL TR inh,FLuc modulator,NPC1 promoter act,MBNL1-CUG inh,Mito fusion yeast,Gal4-VP16 FLuc,Rab9 promoter act,ELG1 DNA repair,PKM2 act,RORg inh
Cc1nc2nc(SCC(=O)C(C)(C)C)[nH]c2cc1Br,-13,6%,-13%,3%,142%[activator],7%,9%,-2%,28%,-4%,?
c1ccc(N2CCN(Cc3nnnn3C3CCCCC3)CC2)cc1,-1,-9%,8%,-1%,-3%,4%,2%,5%,-6%,2%,1%
Cc1ccc(NC(=O)C(C)N=C2NS(=O)(=O)c3ccccc32)cc1F (stereo unspecified),12,.,?,28%,-2%,2%,-8%,?,?,0%,6%
COCCNC(=O)c1ccc(S(=O)(=O)c2ccc(Cl)cc2)c(NC(C)=O)c1,2,?,1%,-3%,-4%,5%,-2%,-3%,-1%,.,6%
Clc1ccc(-c2cc(C3CCNCC3)[nH]n2)cc1,-48,-24%,2%,20%,.,4%,-1%,0%,10%,-1%,14%
COc1ccc(-n2c(SCC(=O)Nc3ccc(C(N)=O)cc3)nc3c([nH]c4ccccc43)c2=O)cc1OC,4,-14%,2%,-4%,?,2%,5%,-4%,?,-2%,-20%
COc1ccccc1NC(=O)c1cccc2c(Br)cccc12,-6,18%,-10%,23%,16%,0%,4%,3%,1%,-2%,-16%
C/C=C/c1ccc(OCCOc2cc(C=O)ccc2OC)c(OC)c1,0,4%,13µM*,12%,14%,?,-3%,8%,?,-1%,20%
CC(=O)c1ccc(S(=O)(=O)N2CCN(C(=O)/C=C/c3ccc4ccccc4n3)CC2)cc1,1,.,5%,-11%,3%,-1%,-1%,-5%,21µM*,2%,16%
O=C(c1cc(-c2ccncc2)nc2ccc(Br)cc12)N1CCN(Cc2ccc3c(c2)OCO3)CC1,-5,-3%,-18%,-8%,32%[activator],2%,-2%,-9%,?,-4%,5%
Cc1cccc(C(=O)O/N=C(\N)c2cccc([N+](=O)[O-])c2)c1,-2,25%,1.3µM*,?,?,-3%,?,18%,?,5%,?
COC(=O)c1ccccc1NC(=O)CN(c1ccc(OC)cc1)S(C)(=O)=O,-2,10%,-2%,-5%,9%,0%,0%,-3%,-19%,4%,18%
O=C(CCN1CCCCC1)c1ccccc1,-5,4%,-13%,3%,-6%,-3%,0%,1%,19%,-19%,7%
O=C(O)/C=C/c1ccc(S(=O)(=O)NCc2ccco2)cc1,-12,1%,-7%,-6%,6%,-6%,5%,-1%,4%,-1%,-12%
Cc1ccc(C)c(N2CCN(S(=O)(=O)c3ccc4c(c3)oc(=O)n4C)CC2)c1,2,8%,6%,2%,-4%,0%,-7%,-1%,-2%,-9%,-12%
COc1ccc(C(=O)Cn2c(=O)c(CCC(=O)O)nn3c4ccccc4nc23)cc1OC,-12,-9%,-1%,0%,-12%,-1%,0%,-6%,-1%,0%,-24%
Cc1cc(S(=O)(=O)NCc2ccccn2)c(Cl)cc1Cl,-4,-9%,0%,-4%,4%,0%,5.6µM*,6%,-1%,-2%[11.5 µM],7.1µM*
CCN1CCCC1CNC(=O)CN(C)S(=O)(=O)c1ccc(Cl)cc1 (stereo unspecified),-1,-1%,1%,-3%,-2%,4%,-13%,5%,5%,0%,-17%
C/C(=N\NC(=O)c1cccc(Br)c1)c1ccccn1,11,-16%,13µM*,6%,12%,-8%,0.028µM*,-22%,?,1%,0.1µM*
CC1CCC/C=C/C(=O)c2c(O)cc(O)cc2CC(=O)O1 (stereo unspecified),-2,.,-1%,-39%[inhibitor],-10%,-51%[inhibitor],22µM*,-41%[inhibitor],8.2µM*,-1%,?

The final two records of the section before are carried over, then new ones follow.
Compound,KCNH2 3.1 block,Menin-MLL TR inh,FLuc modulator,NPC1 promoter act,MBNL1-CUG inh,Mito fusion yeast,Gal4-VP16 FLuc,Rab9 promoter act,ELG1 DNA repair,PKM2 act,RORg inh
C/C(=N\NC(=O)c1cccc(Br)c1)c1ccccn1,11,-16%,13µM*,6%,12%,-8%,0.028µM*,-22%,?,1%,0.1µM*
CC1CCC/C=C/C(=O)c2c(O)cc(O)cc2CC(=O)O1 (stereo unspecified),-2,.,-1%,-39%[inhibitor],-10%,-51%[inhibitor],22µM*,-41%[inhibitor],8.2µM*,-1%,?
CC(=O)N1CCN(c2ccc(NC(=O)c3ccc4ccccc4c3)cc2)CC1,-1,.,-11%,25%,15%,-2%,5%,?,?,.,5%
CC1CCCCN1C(=O)Cn1cc(C#N)c2ccccc21 (stereo unspecified),-6,-8%,1%,-7%,?,1%,-1%,12%,2%,9%,-9%
COc1cccc(NC(=O)CN(C)C(=O)c2cn(-c3ccccc3)nc2-c2cccs2)c1,0,.,?,2%,.,?,.,1%,?,.,.
COC(CNS(=O)(=O)c1ccc(Cl)cc1)c1ccccc1 (stereo unspecified),23,4%,4%,-7%,0%,7%,-5%,-1%,0%,6%[11.5 µM],13%
Cc1ccc(C(=O)NNC(=S)Nc2cccc3ccccc23)s1,3,20%,11µM*,1%,0%,-4%,-14%,28%,?,-7%,0.79µM*
Cc1ccc(N2C(=O)C3C4C=CC(CNC(=S)N5CCN(c6ccccn6)CC5)(O4)C3C2=O)cc1 (stereo unspecified),-5,11%,-13%,-1%,-6%,-6%,-27%,2%,-1%,?,?
Cc1cccc(NS(=O)(=O)c2ccc3c(c2)CCN3C(=O)CCC(=O)O)c1,17,16%,-3%,-1%,-9%,3%,1%,-10%,-4%,.,1%
CCC(=O)Nc1cccc(NC(=S)NC(=O)c2ccccc2C)c1,-3,-6%,15µM*,?,.,1%,26%,?,?,1%,20%
CC1CCN(c2ccc(NC(=O)c3ccc([N+](=O)[O-])o3)cc2)CC1,-32,.,1.1µM*,?,.,?,.,2µM*,?,.,.
CCCCCCNC(=O)c1cc(S(=O)(=O)N2CCc3ccccc32)ccc1F,-9,17%,-2%,-1%,-4%,2%,-4%,-6%,-8%,.,-32%
Cc1nonc1-c1csc(N)n1,0,-20%,-1%,2%,-7%,-8%,-16%,2%,3%,3%,-21%
CCOc1ccc(NC(=O)c2nn(C)c(C(=O)Nc3ccc(OCC)cc3)c2[N+](=O)[O-])cc1,-1,?,-2%,-4%,10%,-3%,9%,3%,-7%,-1%,7%
COc1nc(OC)nc(N(C)CCO)n1,5,1%,3%[2.3 µM],-5%,-7%,-4%,16%,-2%,-11%,1%,10%
CN(C)C(=O)CSc1nnc(-c2cccs2)n1-c1ccccc1,3,.,2%,0%,-7%,-2%,0%,-11%,3%,-4%,28%
Cc1ccc(NC(=O)C2CC(=O)N(c3ccc4c(c3)OCCO4)C2)cc1S(=O)(=O)N(C)C (stereo unspecified),22,.,3%,-4%,.,-3%,.,-2%,?,.,.
O=c1c2ccccc2cnn1Cc1n[nH]c(=S)n1-c1ccc(Cl)cc1Cl,.,3%,3%,1%,.,-5%,4%,0%,14%,-6%,-24%
Clc1cc(CSc2ccccc2)nc(-c2ccccc2)n1,5,13%,-10%,-4%,2%,11%,?,1%,12%,-1%,-16%
CCOc1ccc(OCCC(=O)OCC(=O)N2CCN(S(=O)(=O)c3ccc(C)cc3)CC2)cc1,8,.,3%,-5%,.,-1%,.,-6%,?,.,.

An excerpt; the hit share may differ from the screen's.
